# Bioassay records: PubChem BioAssay, The Scripps Research Institute Molecular Screening Center
# TEAD-YAP inh = TEAD-YAP interaction inhibition, primary screen, TEAD-YAP interaction inhibitor project, luminescence, HEK-TIYL cells; inhibition, % at 9.12 µM; TEAD-Gal4/YAP UAS-luciferase luminescence; AID 1259422, 2018; 640,000 tested, 1.4% active; in the data active means inhibition above about 32%;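 further: 0% = median of test compound wells and 100% = reference inhibitor wells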
# GPR151 activ = activators of human GPR151, primary screen, cell-based, PathHunter beta-arrestin, luminescence | AID 1508602, 2020 | PathHunter beta-arrestin GPR151 cells | 650,000 tested, 1% active | activation, % at 11.2 µM | G-protein coupled receptor 151 (Homo sapiens), Q8TDV0; in the data active means activation above about 4.9%;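 further: 0% = median of compound wells and 100% = cells with positive control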
# Target sequence (Q8TDV0 whole entry, looked up): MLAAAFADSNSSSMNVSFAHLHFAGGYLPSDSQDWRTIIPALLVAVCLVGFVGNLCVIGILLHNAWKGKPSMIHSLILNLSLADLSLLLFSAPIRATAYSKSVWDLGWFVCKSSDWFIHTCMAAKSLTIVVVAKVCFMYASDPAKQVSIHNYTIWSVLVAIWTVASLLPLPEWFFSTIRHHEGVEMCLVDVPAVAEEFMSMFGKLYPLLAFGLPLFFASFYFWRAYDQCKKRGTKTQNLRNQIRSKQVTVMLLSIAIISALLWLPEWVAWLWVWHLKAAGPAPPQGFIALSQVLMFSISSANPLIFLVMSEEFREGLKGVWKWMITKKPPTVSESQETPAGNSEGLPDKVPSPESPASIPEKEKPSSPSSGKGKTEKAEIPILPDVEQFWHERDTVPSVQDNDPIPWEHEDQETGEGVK
# FBW7 act = FBW7 E3 ligase activators, primary screen, biochemical, AlphaScreen, human. F-box/WD repeat-containing protein 7 (Homo sapiens), Q969H0. AlphaScreen FBW7–phospho-cyclin E peptide binding, activator screen. normalized activity (activation), % at 26.1 µM. 650,000 tested, 0.13% active; in the data active means normalized activity above about 1.9%;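 further: purified mutant Fbw7 with reduced substrate affinity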
# Target sequence (Q969H0 whole entry, looked up): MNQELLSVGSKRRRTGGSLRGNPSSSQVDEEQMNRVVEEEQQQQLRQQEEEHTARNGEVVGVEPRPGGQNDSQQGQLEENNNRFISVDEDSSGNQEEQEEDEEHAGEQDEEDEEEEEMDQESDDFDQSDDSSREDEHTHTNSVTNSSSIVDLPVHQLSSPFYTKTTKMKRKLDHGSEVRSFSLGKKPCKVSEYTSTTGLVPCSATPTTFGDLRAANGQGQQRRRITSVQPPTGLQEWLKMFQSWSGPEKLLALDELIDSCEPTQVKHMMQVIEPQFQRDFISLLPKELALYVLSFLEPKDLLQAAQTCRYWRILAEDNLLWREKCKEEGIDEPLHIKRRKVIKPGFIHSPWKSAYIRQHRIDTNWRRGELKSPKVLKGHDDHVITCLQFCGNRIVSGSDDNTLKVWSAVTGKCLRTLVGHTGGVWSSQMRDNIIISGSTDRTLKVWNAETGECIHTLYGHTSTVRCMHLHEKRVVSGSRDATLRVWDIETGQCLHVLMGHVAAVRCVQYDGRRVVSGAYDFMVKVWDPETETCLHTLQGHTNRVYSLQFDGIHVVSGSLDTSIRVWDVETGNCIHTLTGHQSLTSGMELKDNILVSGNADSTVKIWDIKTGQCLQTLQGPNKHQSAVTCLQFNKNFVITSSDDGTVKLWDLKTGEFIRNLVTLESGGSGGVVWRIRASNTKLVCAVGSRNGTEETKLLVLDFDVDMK
# MITF inh = MITF inhibitors, primary screen, biochemical, AlphaScreen, human; Microphthalmia-associated transcription factor (Homo sapiens), O75030; AlphaScreen MITF homodimerization, bead proximity signal; inhibition, % at 2.6 µM; 650,000 tested, 0.91% active; in the data active means inhibition above about 50%;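 further: 0% = vehicle wells with protein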
# Starred values were filed as active, the others as inactive.
# Below each compound – TEAD-YAP inh	GPR151 activ	FBW7 act	MITF inh
- Cc1ccc(CN[C@H]2C[C@H]3C(=O)N[C@H]([C@H](C)O)C(=O)N3C2)c(C)c1
  -4	-0.1	0.8	17
- CC1=NOC(=O)/C1=C\c1ccc(-c2cc(Cl)ccc2Cl)o1
  -7	-1.5	0.0	17
- CCOC(=O)C1=CN(c2cc(C)cc(C)c2)C=C(C(=O)OCC)C1c1ccsc1
  4	1.7	0.4	4
- CC(=O)c1c(C)oc2ccc(N(C(=O)Oc3ccccc3)S(=O)(=O)c3ccc(Br)cc3)cc12
  2	0.0	0.0	9
- O=C(O)c1cc([N+](=O)[O-])ccc1C(=O)Nc1cccc(O)c1
  12	-1.0	-0.1	4
- COC(=O)c1ccc(Cc2nc3ccccc3[nH]c2=O)cc1
  -3	-0.1	0.6	11
- CC1(c2ccc3c(c2)OCO3)NC(=O)N(CC(N)=O)C1=O (centres undefined)
  -30	-1.4	-0.1	-7
- Cc1ccc(C(=O)NCCn2c(C)cc3ccccc32)cc1C
  30	0.8	-0.7	8
- COC(=O)Nc1nnc(COc2cccc(C)c2)s1
  1	0.0	0.9	9
- CCc1ccc(NC(=O)CCS(=O)(=O)c2ccc(Cl)cc2)cc1
  -11	-0.4	0.0	0
- Cc1cc(OCCSc2nc(N)cc(=O)[nH]2)ccc1Cl
  7	0.5	0.5	12
- CCN1CCN(c2ncc(C(=O)Nc3cc(Cl)c(OC)cc3OC)c3ccccc23)CC1
  12	-0.4	-0.1	5
- CC(CCc1ccccc1)NC(=O)C(=O)NCCc1ccccc1 (centres undefined)
  3	-0.1	0.1	-101
- CCOc1ccc(-n2c(SCc3csc(C)n3)nc3c(sc(=S)n3-c3ccccc3)c2=O)cc1
  -1	0.3	0.3	11
- Cc1ccc(NC(=O)CCNS(=O)(=O)c2cccc3nonc23)cc1F
  -3	1.3	0.0	-3
- O=C(O)c1ccc2c(c1)C(=O)N(c1ccc(C(=O)Nc3cccc(O)c3)cc1)C2=O
  22	-4.2	-0.1	-3
- CCOC(=O)C1(Cc2ccccc2)CCN(S(=O)(=O)c2ccc(NC(C)=O)cc2)CC1
  -6	1.1	0.0	9
- COc1ccccc1N=CC=C1OC(C)(C)C(C)(C)O1
  1	0.1	-0.1	-3
- Cc1ccccc1Nc1cc(Cl)c2nonc2c1[N+](=O)[O-]
  -10	-1.8	-0.1	9
- COC(C(=O)N/N=C/c1c(C)cc(C)cc1C)c1ccccc1 (centres undefined)
  -1	0.0	-0.1	-2
- COc1ccc(NC(=O)c2ccc(N3CC4CC(C3)c3cccc(=O)n3C4)c(NC(=O)c3cccc(C(F)(F)F)c3)c2)cc1Cl (centres undefined)
  2	0.9	0.0	5
- O=C1Nc2ccccc2/C1=N\N1CCN(Cc2cccc3ccccc23)CC1
  -5	-0.4	0.2	20
- COc1ccccc1NC(=O)C(=O)N1CCCCC1
  -14	1.0	0.2	-7
- CCOC(=O)c1ccc(CN(Cc2ccc(Br)cc2)S(=O)(=O)c2cccc(Cl)c2)cc1
  -5	-0.7	-0.2	5
- CC1(C)CC(=O)C(C(c2cccc(OCc3ccccc3)c2)C2C(=O)CC(C)(C)CC2=O)C(=O)C1
  -21	-4.0	0.1	-2
- O=C(CCS(=O)(=O)c1ccc(Br)cc1)N1CCN(c2ncccn2)CC1
  4	0.1	-0.1	6
- CC1(c2ccccc2)NC(=O)N(CCN2C(=O)c3ccccc3C2=O)C1=O (centres undefined)
  -1	0.3	-0.2	24
- CCOC(=O)COn1c(=O)c(-c2ccc(F)cc2)[n+]([O-])c2ccccc21
  -1	0.4	0.1	-10
- CN(C)S(=O)(=O)c1cccc(NC(=S)N/N=C/C(=O)c2ccccc2)c1
  -9	-0.3	-0.3	15
- COc1ccc(CNc2nc(C)c(-c3ccn(CC4CCCN(C)C4)n3)s2)c(F)c1 (centres undefined)
  -15	0.5	0.2	5

# (further entries)
# Below each compound – TEAD-YAP inh	GPR151 activ	FBW7 act	MITF inh
- O=C(O)CCC(=O)Nc1ccccc1N1CCCCC1
  3	-0.9	0.1	-21
- O=C(Nc1ccc(N2CCOCC2)c(Cl)c1)c1cc2ccccc2o1
  -64	0.2	0.0	4
- CCOc1cc(C2C(C#N)=C(N)Oc3n[nH]c(C(C)(C)C)c32)ccc1OC(=O)c1c(F)cccc1F (centres undefined)
  -11	0.6	-0.1	-2
- Cc1c(Cl)cccc1NC(=O)CCC(=O)NNC(=O)c1cccs1
  6	1.4	0.1	6
- O=C(CC1C(=O)N(c2ccccc2)C(=S)N1CCc1ccc(Cl)cc1)Nc1ccc(F)cc1 (centres undefined)
  -4	-0.9	0.7	1
- Cc1cc(C)cc(Oc2c(C(F)(F)F)oc3c(CN4CCN(C)CC4)c(O)ccc3c2=O)c1
  2	1.4	-0.1	13
- CCN(CCCNC(=O)c1nn(-c2ccc(OC)cc2)c(=O)c2ccccc12)c1cccc(C)c1
  -5	-0.6	0.4	10
- O=C(c1cc(Br)ccc1Cl)N1CCN(c2ccc([N+](=O)[O-])cc2C(F)(F)F)CC1
  3	0.3	0.0	11
- O=C(O)c1c(CNCCc2ccc(Cl)cc2)c2ccccc2n1Cc1ccccc1
  9	0.5	-0.2	2
- CCN(CC)S(=O)(=O)c1ccc(C(=O)NCc2nnc(SCC(=O)Nc3nnc(C)s3)n2-c2cc(OC)ccc2OC)cc1
  -3	0.0	-0.1	-14
- CCOC(=O)C1CCCN(Cc2c(C(=O)N3CCCCCCC3)nc3sccn23)C1 (centres undefined)
  4	0.5	0.1	5
- Cc1cccc(Nc2nc(OCC#N)nc(N(C)C)n2)c1
  -10	0.8	0.3	1
- COc1ccc(S(=O)(=O)N(C)c2ccc(C(=O)NCc3ccccc3Cl)cc2)cc1
  13	0.3	-0.1	-3
- COC(=O)C(C)N(C(=O)C(C)C)c1c(C)cccc1C (centres undefined)
  9	0.7	0.2	1
- CCn1c(-c2csc3c2CCCC3)n[nH]c1=S
  8	-1.1	-0.3	-2
- CCOC(=O)c1cc(-c2ccccc2)sc1NC(=O)CSc1nncn1C
  -8	-0.8	-0.2	-2
- CCNC(=O)c1nn(CC2CC2)c2c1CN(Cc1ccc(C)o1)CC2
  10	1.6	0.1	2
- Cc1cc(Br)cc(C)c1NC(=S)NC(=O)c1cccs1
  18	0.5	0.0	8
- Cc1cc(C(=O)O)ccc1-c1ccc(CO)o1
  -5	0.1	0.0	5
- S=c1nc(Nc2cc(Cl)cc(Cl)c2)c2ccccc2[nH]1
  5	0.5	0.1	-1
- Cc1ccc(Nc2nc(Cl)c(C=O)s2)cc1Cl
  26	0.9	-0.1	-3
- Cc1c(NC2=CC(=O)CC(C)(C)C2)ccc([N+](=O)[O-])c1C
  2	0.7	0.0	4
- CSCCC(=O)Nc1nc2ccccc2s1
  -47	-1.0	0.1	1
- S=C(NCC1CCCO1)Nc1cc(-c2ccccc2)[nH]n1 (centres undefined)
  -6	0.1	-0.1	-2
- CCOC(=O)Cc1nnc(NC(=O)c2ccccc2[N+](=O)[O-])s1
  4	0.0	-0.1	-21
- CCn1c(=O)[nH]c2ncnc(-c3ccc(NC(=O)Nc4cccc(C(=O)NC(C)C)c4)cc3)c21
  -3	-1.0	1.3	45
- CCS(=O)(=O)N1CCCC(C(=O)NC2CCCCC2)C1 (centres undefined)
  1	-0.1	-0.1	-1
- COc1ccc(-c2cncc(-c3cc(N4CCC5(CC4)OCCO5)nc(C)n3)c2)cc1
  7	0.7	0.0	9
- CC(=O)c1ccc(N2CCN(C/C=C/c3ccccc3)CC2)cc1
  -9	1.7	0.0	16
- O=C(CCC(=O)NN1CCOCC1)NC1CCN2CCCc3cccc1c32 (centres undefined)
  -1	0.4	-0.1	-5

# (more compounds)
# Below each compound – TEAD-YAP inh	GPR151 activ	FBW7 act	MITF inh
- O=c1[nH]c(=S)[nH]c2scc(-c3cccs3)c12
  3	2.7	-0.1	-7
- NCCSc1nnc(-c2ccc(Br)o2)n1Cc1ccccc1
  -5	0.3	-0.2	11
- O=C(O)CC(NC(=O)c1ccc(Cl)cc1)c1ccccc1 (centres undefined)
  -10	-1.3	-0.1	10
- O=[N+]([O-])c1ccc(NCCCCO)c([N+](=O)[O-])c1
  5	0.2	0.0	3
- CCCCN(C)CCCN(Cc1cccs1)C(=S)Nc1ccccc1F
  -3	1.3	-0.1	4
- Cc1cccc2nc(CSc3nc4cc([N+](=O)[O-])ccc4s3)c(Br)n12
  7	-0.2	-0.1	8
- COC(=O)c1cccc(NC(=O)c2ccc(C#N)cc2F)c1C
  -25	1.5	-0.1	3
- O=C(Cn1cnc2ccccc2c1=O)Nc1ccccc1
  -6	-1.2	-0.1	4
- COCCCNC(=O)c1cc2c(=O)n3cc(C)ccc3nc2n(CCCOC)c1=N
  0	1.5	-0.2	12
- CN(C)CCCn1c(-c2ccncc2)n[nH]c1=S
  11	0.3	-0.1	-4
- CCOC(=O)Cc1csc(SCc2cc(=O)oc3cc(NC(C)=O)ccc23)n1
  -5	1.7	0.0	1
- COc1ccc(CNC(=O)C2CCN(C(=O)N3CCOc4ccccc43)CC2)cc1
  -4	-0.7	0.8	13
- O=C(NCCO)c1cccc(-c2cncc(NCCc3ccncc3)n2)c1
  -7	1.4	0.0	14
- O=C(COc1ccc(Cl)cc1)N/N=C/c1cccc(O)c1
  -11	-1.8	0.0	4
- CC(=O)c1c(C)[nH]c(C(=O)OCC(=O)/C=C2\N(C)c3ccccc3C2(C)C)c1C
  6	1.0	0.0	-7
- CCOC(=O)c1ccc(NC(=O)Cn2nnc(-c3ccccc3Cl)n2)cc1
  23	2.0	-0.1	-23
- CC(C)c1cc(C(C)C)c(S(=O)(=O)NCCCCc2ccccc2)c(C(C)C)c1
  -5	0.9	0.8	12
- CCOC(=O)CSc1ccc2nnc(-c3ccc(OCC)cc3)n2n1
  -24	0.6	-0.2	5
- O=c1oc(-c2ccccc2Cl)nc2ccc(Br)cc12
  8	0.3	-0.2	5
- CC(C)CN(C(=O)c1ccco1)C1CCS(=O)(=O)C1 (centres undefined)
  -15	0.0	0.0	-7
- COc1ccccc1Oc1ccc(N2C(=O)C3C4CCC(C4)C3C2=O)cc1 (centres undefined)
  7	2.1	-0.1	-5
- CC(C)Cc1cc(C(=O)N2CCc3c(nc(N4CCCC4)[nH]c3=O)C2)no1
  11	-0.7	-0.1	1
- Cc1cc(C)c(S(=O)(=O)N(CC(=O)NCc2ccccn2)C2CCCCC2)c(C)c1
  -4	-0.9	0.0	1
- O=C(c1cc(Cl)ccc1Cl)n1cnc2ccccc21
  -4	-2.1	0.4	24
- O=C(CSc1cccc2cccnc12)Nc1nc2c(ccc3ccccc32)s1
  1	0.5	0.7	4
- COc1cc(C2Nc3ccccc3-c3nc(SC)nnc3O2)ccc1OCC(=O)O (centres undefined)
  4	2.5	0.1	4
- Cc1ccccc1OCC(=O)Nc1sc2c(c1C(=O)Nc1cccc3ccccc13)CCCC2
  0	0.3	-0.1	8
- CC1CCc2cc(F)ccc2N1/C=C1/C(=O)NC(=O)N(Cc2ccco2)C1=O (centres undefined)
  -6	0.5	-0.4	50
- CCOC(=O)c1c(NC(=O)Cc2ccc(OC)cc2)sc2c1CCCC2
  -1	1.3	-0.1	12
- O=C(NNC(=O)C1CC12CCC2)C1CC1c1ccccc1 (centres undefined)
  0	1.1	0.0	-2

# Some of the entries so far, field by field.
> O=c1oc(-c2ccccc2Cl)nc2ccc(Br)cc12
- TEAD-YAP inh: 8
- GPR151 activ: 0.3
- FBW7 act: -0.2
- MITF inh: 5

> CC(C)CN(C(=O)c1ccco1)C1CCS(=O)(=O)C1 (centres undefined)
- TEAD-YAP inh: -15
- GPR151 activ: 0.0
- FBW7 act: 0.0
- MITF inh: -7

# Next section
# Below each compound – TEAD-YAP inh	GPR151 activ	FBW7 act	MITF inh
- CCOC(=O)C1(Cc2ccccc2Cl)CCN(C(=O)CNC(C)=O)CC1
  -67	0.5	-0.1	4
- CCOc1ccccc1NC(=O)NNC(=O)Cc1ccc(Cl)c(Cl)c1
  -2	0.4	0.0	-7
- O=S(=O)(O)c1cc(S(=O)(=O)O)c2cc(O)c(S(=O)(=O)O)cc2c1
  7	-1.1	-0.7	60*
- Cc1cc(C)nc(-c2cccc3c2OC(CNC(=O)c2cc4ccccc4n2C)C3)n1 (centres undefined)
  1	-0.4	0.0	3
- C=CCOc1c(Br)cc(C2NC(=O)NC(C)=C2C(C)=O)cc1OCC (centres undefined)
  12	-0.6	0.4	8
- COc1cccc(CCNC(=O)CC2C(=O)NCCN2Cc2ccccc2OC)c1 (centres undefined)
  7	0.0	0.0	13
- CC(C)[C@@H](Cn1nc(C2CC2)ccc1=O)NC(=O)c1cnn2cccnc12
  6	-0.5	-0.1	-13
- COc1ccc(S(=O)(=O)n2nc(-c3ccc(C)cc3)cc2N)cc1OC
  0	0.9	-0.3	4
- O=C(c1ccncc1)N1CCN(C(=O)c2ccncc2)CC1
  2	1.6	0.0	-3

# Molecules listed so far that contain a CF3 group:
# Below each compound – TEAD-YAP inh	GPR151 activ	FBW7 act	MITF inh
- COc1ccc(NC(=O)c2ccc(N3CC4CC(C3)c3cccc(=O)n3C4)c(NC(=O)c3cccc(C(F)(F)F)c3)c2)cc1Cl (centres undefined)
  2	0.9	0.0	5
- Cc1cc(C)cc(Oc2c(C(F)(F)F)oc3c(CN4CCN(C)CC4)c(O)ccc3c2=O)c1
  2	1.4	-0.1	13
- O=C(c1cc(Br)ccc1Cl)N1CCN(c2ccc([N+](=O)[O-])cc2C(F)(F)F)CC1
  3	0.3	0.0	11
